# ER stress death = ER stress cell death inhibition | CSM14.1 thapsigargin ER stress survival, ATP luminescence | 0.33% of 48,000 active | relative survival (cellular ATP), % at 15 µg/mL (by protocol) | AID 1010;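 active = survival measured by cellular ATP above 50% at 15 µg/ml in the first screen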;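 also: cell death triggered by about 15 µM thapsigargin; ATP read 24 h after thapsigargin was added; plate controls were thapsigargin with DMSO for no effect and DMSO without thapsigargin for full effect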
# * = called active by the depositor. Not all compounds are listed. The share of hits here may be higher or lower than overall.
SMILES,ER stress death
O=C(c1ccccc1)c1ccc(C(=O)N2CCN(c3ccc(F)cc3)CC2)o1,-5.4
Cc1sc(NC(=O)/C=C/c2ccccc2)c(C(=O)OC(C)C)c1C,-14.3
O=C(/C=C/c1ccco1)N1CCN(C/C=C/c2ccccc2)CC1,7.8
COc1cccc(C(=O)/C=C/c2ccc3c(c2)OCO3)c1,0.6
N#Cc1cc2[nH]c3ccccc3c2n(-c2ccc([N+](=O)[O-])cc2)c1=O,-3.3
COc1cc(/C=C2\SC(N3CCC(C)CC3)=NC2=O)ccc1O,4.2
O=C(O)c1ccc(NC(=O)c2ccccc2F)c(NC(=O)c2ccccc2F)c1,0.8
CCOc1ccc(C2/C(=C(\O)c3ccccc3)C(=O)C(=O)N2CCCCCC(=O)O)cc1 (stereo not drawn),-0.1
Cc1ccc(Sc2ccc(/C=c3\sc4nc5ccccc5n4c3=O)o2)cc1,5.6
CC(C)COc1ccc(C(=O)Nc2cc(Cl)ccc2Cl)cc1,1.9
COc1cc(C2C(C(=O)OCc3ccccc3)=C(C)NC3=C2C(=O)CCC3)cc(Br)c1O (stereo not drawn),-0.1
CC(C)CC(=O)NC(NC(=O)CC(C)C)c1cccc([N+](=O)[O-])c1,3.6
CC1=C(C(=O)OC2CCC(C)CC2)C(c2ccccc2)NC(=O)N1 (stereo not drawn),2.1
O=C(Nc1ccccc1)NC(NC(=O)c1ccccc1)C(Cl)Cl (stereo not drawn),6.9
C=CCn1c(-c2ccccc2C)n[nH]c1=S,6.9
Cc1cc(C(=O)N2CCN(Cc3ccccc3)CC2)ccc1[N+](=O)[O-],-0.5
CCC(=O)N1N=C(c2ccccc2)CC1c1ccc([N+](=O)[O-])cc1 (stereo not drawn),-0.6
CCOc1ccc(NC(=O)c2ccc(Cl)c([N+](=O)[O-])c2)cc1,-1.7
COC(=O)C1=CN(Cc2cccs2)C=C(C(=O)OC)C1c1cccs1,1.8
O=C(O)CCSc1nc2ccccc2c(=O)[nH]1,11.7
Cc1cc(N2CCN(C3=NCC(C)(C)S3)CC2)n2c(nc3ccccc32)c1C#N,2.3
CCOc1ccccc1N1CCN(C(=O)c2ccc([N+](=O)[O-])cc2Cl)CC1,17.2
CC(C)CC(C(=O)Nc1sc2c(c1C(N)=O)CCC(C)C2)N1C(=O)c2ccccc2C1=O (stereo not drawn),4.6
COC(=O)c1ccc(-n2ncnc2-c2ccc(Br)cc2)cc1,-3.1
O=c1nc(/C=C/c2ccc(N3CCOCC3)cc2)cc(C(F)(F)F)[nH]1,2.7
N#C/C(=C\N1CCOCC1)c1ccccc1,0.0
CC(C)NNC(=O)c1nc(-c2ccccc2)cc(-c2ccccc2)n1,10.9
COc1ccc(C(=O)Nc2ccc(N3CCCCC3)cc2)cc1[N+](=O)[O-],2.2
Cc1cc2nc(-c3ccc(NC(=O)c4ccc5c(c4)OCCO5)cc3O)oc2cc1C,-0.6
O=C1CSC(=O)N1CNc1cccc2ccccc12,-6.4
O=C(Nc1cccc(-c2nc3ccccc3[nH]2)c1)c1cccs1,3.4
Cc1cc(C)nc(/N=C(/N)Nc2ccccc2O)n1,-19.0
COc1ccc(NC(=O)/C=C/c2ccco2)cc1OC,2.0
Cc1ccc(-c2csc(N)c2C(=O)OC(C)C)cc1,7.5
O=C1CCCc2nn(-c3ccccc3)nc21,-5.7
O=C(O)c1ccccc1NC(=O)c1ccccc1-c1ccccc1C(=O)O,4.9
CC(C)N(C(=O)c1ccc(C(=O)Nc2ccc(Nc3ccccc3)cc2)cc1)C(C)C,20.9
CC(=O)Nc1sc2c(c1C#N)CCCC2,2.7
C=CCN1C(=O)/C(=C\c2ccc(OCc3cccc4ccccc34)cc2)SC1=S,13.7
CCOC(=O)C1=C(CC)NC2=C(C(=O)CCC2)C1c1cc2c(cc1[N+](=O)[O-])OCO2 (stereo not drawn),3.3
CCOc1cccc2c1N(C(=O)c1cccc(F)c1)C(C)(C)c1ssc(=S)c1-2,12.5
CN(C)c1nc(-c2ccccc2)c(N)c(-c2ccccc2)n1,9.9
CCOc1ccc(C(=O)NC(C)(C)C)cc1Cl,5.4
O=C1c2ccc(C(c3ccc4c(c3)C(=O)N(c3ccccc3)C4=O)(C(F)(F)F)C(F)(F)F)cc2C(=O)N1c1ccccc1,0.0
O=C(COc1ccc(Cl)cc1)Nc1nn[nH]n1,1.6
Cc1cc(C)cc(NC2=C(Cl)C(=O)N(c3cccc(Cl)c3)C2=O)c1,3.9
COc1ccccc1N1N=C(c2ccccc2)CC1c1ccccc1 (stereo not drawn),10.3
CN(CP(=O)(O)CCc1ccccc1)S(C)(=O)=O,7.3
CC(C)(C#CCN1CCOCC1)OCCC#N,-1.6
O=C(Cc1ccc(Cl)cc1)Nc1nccs1,0.0
CCCc1[nH]n(-c2ccc([N+](=O)[O-])cc2)c(=O)c1C=NC1CC(C)(C)NC(C)(C)C1,-8.6
COc1ccc(-c2cn(/N=C/c3ccc(Cl)cc3Cl)c(N)n2)cc1,-13.9
O=C1N/C(=N\Nc2ccccc2)S/C1=C\c1cccc(Br)c1,-6.7
O=C1c2cccc3cccc(c23)C(=O)N1CCCN1CCCCC1,-6.0
CCCCn1c(=N)n(CC(=O)c2cccs2)c2ccccc21,-4.2
O=C(Nc1cccc(O)c1)c1cc2nc(-c3ccc(F)cc3)cc(C(F)(F)F)n2n1,7.6
O=C(Nc1ccc(-c2nc3ccccc3[nH]2)cc1)c1ccc(F)cc1,7.8
CCc1ccc(/C=C2\C(=O)N(c3ccc(Cl)c(C(=O)O)c3)N=C2C)cc1,6.9
COc1ccc(NC(=O)/C=C/c2ccccc2Cl)c(OC)c1,6.3
CCOC(=O)c1ccc(NS(=O)(=O)c2cc(C(=O)Nc3ccccc3)ccc2C)cc1,4.6

# Single entries from the list.
# Entry of CCOc1cccc2c1N(C(=O)c1cccc(F)c1)C(C)(C)c1ssc(=S)c1-2 in ER stress death: 12.5
# Entry of CN(CP(=O)(O)CCc1ccccc1)S(C)(=O)=O in ER stress death: 7.3
# Entry of COc1ccc(NC(=O)/C=C/c2ccccc2Cl)c(OC)c1 in ER stress death: 6.3
# Entry of O=C1N/C(=N\Nc2ccccc2)S/C1=C\c1cccc(Br)c1 in ER stress death: -6.7
# Entry of O=C(COc1ccc(Cl)cc1)Nc1nn[nH]n1 in ER stress death: 1.6
# Entry of COc1ccccc1N1N=C(c2ccccc2)CC1c1ccccc1 (stereo not drawn) in ER stress death: 10.3
# Entry of CC(C)(C#CCN1CCOCC1)OCCC#N in ER stress death: -1.6

# The main list resumes, repeating the 2 entries before the break.
SMILES,ER stress death
COc1ccc(NC(=O)/C=C/c2ccccc2Cl)c(OC)c1,6.3
CCOC(=O)c1ccc(NS(=O)(=O)c2cc(C(=O)Nc3ccccc3)ccc2C)cc1,4.6
Clc1ccc(-c2nc(Cc3ccccc3Cl)no2)cc1,-1.7
Cc1ccc(S(=O)(=O)N(CC(=O)Nc2cccc(C)c2)c2cccc(Cl)c2C)cc1,-0.7
CCCCN(CCCC)C(=O)c1ccc(Cl)cc1Cl,3.3
OC1CC(c2ccccc2)NC2(CCCCC2)C1 (stereo not drawn),5.1
CCOC(=O)c1c(C)[nH]c(C)c1-c1ccccc1Cl,-1.8
N/N=C1\CCCc2c1[nH]c1ccc(C3CCCCC3)cc21,5.7
O=C(O)CSc1nncc2ccccc12,10.2
O=C(NCC1CCCO1)NC1CCCCC1 (stereo not drawn),8.2
CCOc1ccc(C(=O)N2CCN(c3ccc([N+](=O)[O-])cc3Cl)CC2)cc1,-0.7
Cc1cc(=O)[nH]c(SCCOc2ccccc2C)n1,-0.8
CCC(=O)N1CCN(c2cc(N3CCCCC3)c(F)cc2[N+](=O)[O-])CC1,-4.7
CCOc1cc(C(=O)Nc2sc(C(=O)N(CC)CC)c(C)c2C(=O)OC(C)C)cc(OCC)c1OCC,2.8
Cc1ccccc1NC(=O)c1c(NC(=S)Nc2ccccc2)sc2c1CCCCC2,6.9
c1cc(CSc2nc3ccccc3o2)nc(CSc2nc3ccccc3o2)c1,10.1
O=S(=O)(c1ccccc1)N1CCN(Cc2ccccc2F)CC1,-9.3
Cc1ccc(C2=C/C(=C\c3ccc(-c4ccccc4C(=O)O)o3)C(=O)O2)cc1,6.1
COc1cc(C(=O)Nc2ccc(N3C(=O)c4ccc(Cl)cc4C3=O)c(C)c2)cc(OC)c1OC,12.0
c1ccc(Oc2cccc(OCCCCCCN3CCOCC3)c2)cc1,-2.5
O=C1CC(Cc2ccc(Cl)cc2)C(=O)N1c1ccc(Cl)c(Cl)c1 (stereo not drawn),14.3
Cc1ccc(Cl)cc1NC(=O)C(=O)NCc1ccco1,9.6

# Of the compounds above, these have an NH in an aromatic ring.
SMILES,ER stress death
N#Cc1cc2[nH]c3ccccc3c2n(-c2ccc([N+](=O)[O-])cc2)c1=O,-3.3
C=CCn1c(-c2ccccc2C)n[nH]c1=S,6.9
O=C(O)CCSc1nc2ccccc2c(=O)[nH]1,11.7
O=c1nc(/C=C/c2ccc(N3CCOCC3)cc2)cc(C(F)(F)F)[nH]1,2.7
O=C(Nc1cccc(-c2nc3ccccc3[nH]2)c1)c1cccs1,3.4
O=C(COc1ccc(Cl)cc1)Nc1nn[nH]n1,1.6
CCCc1[nH]n(-c2ccc([N+](=O)[O-])cc2)c(=O)c1C=NC1CC(C)(C)NC(C)(C)C1,-8.6
O=C(Nc1ccc(-c2nc3ccccc3[nH]2)cc1)c1ccc(F)cc1,7.8
CCOC(=O)c1c(C)[nH]c(C)c1-c1ccccc1Cl,-1.8
N/N=C1\CCCc2c1[nH]c1ccc(C3CCCCC3)cc21,5.7
Cc1cc(=O)[nH]c(SCCOc2ccccc2C)n1,-0.8

# (more compounds)
SMILES,ER stress death
COc1cc(/C=C2\C(=O)NC(=S)N(c3ccc(Br)cc3)C2=O)ccc1OCC(=O)O,0.7
O=C(CSc1nnnn1-c1ccccc1)Nc1cc2c(cc1Br)OCCO2,12.7
O=C1NC(=O)/C(=C/c2cc(Cl)ccc2O)N1,-3.8
CC(=O)OCCCNC(=O)/C(=C\c1ccc2c(c1)OCO2)NC(=O)c1ccco1,-3.8
CCSC1C(C)=C(C)C(=O)N1C(C)(C)c1cc(Cl)cc(Cl)c1 (stereo not drawn),-2.0
Cc1ccc(COc2c(Br)cc(/C=C(\C#N)c3nn(-c4ccccc4)c(N)c3C#N)cc2Br)cc1,-0.7
COc1cccc(NC(=O)C2C(c3ccccc3)=C2c2ccccc2)c1,-1.6
O=C(CSCc1cccc(Br)c1)N=Nc1c(O)[nH]c2ccccc12,-2.3
COC(=O)C1=C(C)N(c2ccc(Cl)cc2)C(=O)/C1=C\c1ccco1,-1.2
O=C(NC(=S)Nc1ccc(Cl)c(-c2nc3ccccc3s2)c1)c1ccco1,2.4
O=C(CSC(=S)N1CCSCC1)c1ccc([N+](=O)[O-])cc1,24.8
Cc1ccc(N(CN2C(=O)c3ccccc3C2=O)C(=O)c2ccccc2)cc1,0.8
Cc1ccc(N2CCN(/N=C\c3ccncc3)CC2)cc1,14.9
CCCOc1c(Cl)cc(/C=C2/SC(=S)NC2=O)cc1OC,1.9
COc1cc(C(=O)N2CCN(Cc3ccccc3)CC2)c([N+](=O)[O-])cc1OC,6.3
CCOC(=O)COc1ccc(/C=C(/C#N)C(=O)Nc2cccc(Br)c2)cc1,-2.3
COc1cc(OC)cc(C(=O)Nc2ccc([N+](=O)[O-])cn2)c1,8.1
O=C(COc1ccc(Cl)cc1Cl)NCc1ccccn1,0.2
CN(C)CCNC(=O)c1ccc(F)cc1,9.0
O=C(NC1CCCCCC1)c1cccc(Cl)c1,2.2

# Five entries picked at random from those above, as already listed:
SMILES,ER stress death
COc1cc(/C=C2\C(=O)NC(=S)N(c3ccc(Br)cc3)C2=O)ccc1OCC(=O)O,0.7
Cc1ccc(COc2c(Br)cc(/C=C(\C#N)c3nn(-c4ccccc4)c(N)c3C#N)cc2Br)cc1,-0.7
O=C(NC1CCCCCC1)c1cccc(Cl)c1,2.2
COc1cc(OC)cc(C(=O)Nc2ccc([N+](=O)[O-])cn2)c1,8.1
O=C1NC(=O)/C(=C/c2cc(Cl)ccc2O)N1,-3.8

# (listing goes on)
SMILES,ER stress death
O=C(NCCC(c1ccccc1)c1ccccc1)c1cc2ccccc2oc1=O,11.2
CCOC(=O)C1=C(c2ccccc2)N=C2SCC(=O)N2C1c1ccccc1OC (stereo not drawn),-5.0
COc1ccc(C(=O)NNC(=O)c2cccc(C)c2)c(OC)c1,-4.4
COC(=O)c1cc(NC(=O)C2CCCC2)cc(C(=O)OC)c1,-4.2
COC(=O)c1ccc(C(=O)Nc2cc(Cl)ccc2Cl)cc1NC(=O)C(C)Oc1ccccc1 (stereo not drawn),-5.5
C=CCNC(=O)c1ccc(OCc2ccccc2)cc1,3.9
COc1ccccc1NC(=O)CC1S/C(=N\N=C(/C)c2cccc(NC(C)=O)c2)NC1=O (stereo not drawn),0.0
O=C(COc1ccc2ccccc2c1)N/N=C/c1ccccc1[N+](=O)[O-],8.4
O=C(CCNc1ccc(F)cc1)c1ccc(Cl)c(Cl)c1,-3.2
O=C(NCC1(c2ccccc2)CCCC1)c1ccccc1,15.5
COc1ccc(NC(=O)Cc2ccc(Br)cc2)c(OC)c1,9.4
CC12C=CC(C)(O1)C1C(=O)N(c3ccc(Br)cc3)C(=O)C12 (stereo not drawn),0.7

# Screening data deposited in PubChem by Sanford-Burnham Center for Chemical Genomics.
